G9a block: inhibitors of human histone lysine methyltransferase G9a | G9a H3K9 monomethylation, AlphaScreen, 2 h | Potency, µM (highest dose often 102 µM), for the others: top-dose activity, negative = inhibition, actives largely listed as inhibitors | AID 504332 | 350,000 tested, 8.8% active; further: potency means the concentration at half of the fitted maximal effect; on the % scale 0 is the no-effect control and ±100 the full control effect; nearly all actives have a fitted effect of over 75% in size
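Readings reflect AlphaScreen signal from monomethyl-H3K9 antibody detection. HMT at 20 nM; substrate b-H3K9 500 nM; cofactor SAM 20 uM; 2 h RT reaction; compounds tested as titrations in qHTS with 15 min preincubation.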
GLS inhibitor: blocks human kidney-isoform glutaminase activity; O94925; GLS enzymatic activity, qHTS titration; Potency, µM (series often up to 45.5 µM), without a hit: top-dose activity change, negative = inhibition, actives largely listed as inhibitors; 410,000 tested, 0.21% active; further: potency means the concentration at half of the fitted maximal effect; on the % scale 0 is the no-effect control and ±100 the full control effect
Target sequence (O94925 whole entry, looked up, canonical isoform): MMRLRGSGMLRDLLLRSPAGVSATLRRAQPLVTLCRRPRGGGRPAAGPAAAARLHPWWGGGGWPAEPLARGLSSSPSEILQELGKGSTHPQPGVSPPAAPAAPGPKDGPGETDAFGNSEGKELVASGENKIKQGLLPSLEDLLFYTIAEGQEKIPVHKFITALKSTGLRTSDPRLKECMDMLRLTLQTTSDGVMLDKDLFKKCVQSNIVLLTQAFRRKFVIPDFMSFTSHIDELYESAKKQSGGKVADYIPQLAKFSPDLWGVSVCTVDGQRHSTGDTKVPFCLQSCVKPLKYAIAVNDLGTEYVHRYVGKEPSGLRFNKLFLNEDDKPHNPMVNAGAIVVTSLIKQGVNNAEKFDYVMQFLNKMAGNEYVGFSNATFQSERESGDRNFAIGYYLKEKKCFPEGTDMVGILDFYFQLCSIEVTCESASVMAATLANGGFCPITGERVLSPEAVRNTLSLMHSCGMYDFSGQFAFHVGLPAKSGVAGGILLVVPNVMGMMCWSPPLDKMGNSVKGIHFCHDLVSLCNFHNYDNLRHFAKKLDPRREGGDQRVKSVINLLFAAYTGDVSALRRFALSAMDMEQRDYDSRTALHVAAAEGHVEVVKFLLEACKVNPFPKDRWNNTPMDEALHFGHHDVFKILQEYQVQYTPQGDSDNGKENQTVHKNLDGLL
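Assay buffer: 45 mM KH2PO4 pH 8.2, 0.02% Tween-20. hKGA acts on L-glutamine (1 mM solution added); product glutamate is reported by an oxidase/peroxidase Amplex Red coupling, with fluorescence taken at baseline and 30 min.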
BAZ2B block: inhibitors of human BAZ2B bromodomain; Potency, µM (titrated, usually from 114 µM), for the others: at the highest dose activity change, negative = inhibition, most hits filed as inhibitors; Q9UIF8; AID 504333; 360,000 tested, 4.4% active; AlphaScreen BAZ2B-H3K14Ac peptide displacement; further: potency means the concentration at half of the fitted maximal effect; on the % scale 0 is the no-effect control and ±100 the full control effect; nearly all actives have a fitted effect of over 60% in size
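AlphaScreen displacement of biotin-H3(5-23)K14Ac peptide (50 nM final) from BAZ2B (50 nM final) in PBS pH 7.4, 0.01% Tween-20; complex preformed 30 min RT, then compounds (top 110 uM) 30 min RT, beads 20 min dark.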
ERG Ets-DNA blk: inhibitors of human ERG Ets domain-DNA interaction; fluorescence polarization, His-ERG Ets domain / labelled DNA; 370,000 tested, 0.028% active; P11308; Potency, µM (top dose mostly 76.9 µM), for the others: top-dose FP activity, negative = inhibition, actives largely listed as inhibitors; active means well fitted inhibition curve with a large enough effect in the polarisation, with a control signal flat; inconclusive means small, poorly fitted or top-dose-only effect, or effect the other way, or a change in a side signal; inactive means no such curve, though single readings can be large or run the other way; the % refers to the polarisation;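 further: polarization taken with two DNA probes labelled with fluorescein and Texas red; potency means the concentration at half of the fitted maximal effect; % of control where 0% means no effect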
Target sequence (P11308 whole entry, looked up, the tested form may be a part): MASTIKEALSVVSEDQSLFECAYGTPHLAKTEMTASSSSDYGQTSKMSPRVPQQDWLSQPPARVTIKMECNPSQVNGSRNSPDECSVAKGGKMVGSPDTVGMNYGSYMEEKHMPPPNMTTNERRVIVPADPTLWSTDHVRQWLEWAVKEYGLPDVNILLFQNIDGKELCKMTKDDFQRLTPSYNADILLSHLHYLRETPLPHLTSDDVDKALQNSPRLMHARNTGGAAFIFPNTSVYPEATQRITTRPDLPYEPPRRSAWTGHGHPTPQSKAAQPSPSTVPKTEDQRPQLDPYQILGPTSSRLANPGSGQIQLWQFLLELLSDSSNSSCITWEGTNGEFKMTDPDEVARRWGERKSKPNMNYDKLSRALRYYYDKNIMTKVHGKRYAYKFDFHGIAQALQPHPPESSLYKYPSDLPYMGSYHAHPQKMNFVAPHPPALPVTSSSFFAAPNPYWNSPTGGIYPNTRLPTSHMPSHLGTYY
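His-tagged ERG Ets domain (1 uM in the protein solution; 300mM KCl, 50mM Tris-HCl, 1mM EDTA, 1mM DTT, pH 7.5) received compound, then a probe mix of 5 nM fluorescein-DNA and 100nM Texas-615-DNA. Fluorescence polarization was read for both dyes.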
RGS4 inhibitor: blocks human RGS4-accelerated GTP hydrolysis. P49798. Transcreener GDP fluorescence polarization, RGS4-accelerated GTP hydrolysis. Potency, µM (series often up to 114 µM), for inactives: at the highest dose activity change, negative = inhibition, usual class: inhibitors. 390,000 tested, 0.039% active; further: potency means the concentration at half of the fitted maximal effect; on the % scale 0 is the no-effect control and ±100 the full control effect; nearly all actives have a fitted effect of over 75% in size; some results filed as inactive show a strong effect at the top dose
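MLSMR compounds (23 nl, pin-transferred) preincubated 10 min at room temperature with a 500nM (2x) first reagent, then RGS4 at 900nM (2x) plus Transcreener GDP mix added; fluorescence polarization (620/688 nm) read before and after 90 min at 30 °C.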
JMJD2A Tudor inh: inhibitors of human JMJD2A Tudor domain. AlphaScreen JMJD2A-Tudor / H3K4me3 peptide binding. O75164. AID 504339. 390,000 tested, 4.4% active. Potency, µM (top dose mostly 114 µM), without a hit: top-dose activity change, negative = inhibition, hits mostly inhibitors; further: potency means the concentration at half of the fitted maximal effect; on the % scale 0 is the no-effect control and ±100 the full control effect; nearly all actives have a fitted effect of over 50% in size
12-LOX inh: blocks human arachidonate 12S-lipoxygenase; P18054; purified 12hLO, xylenol orange hydroperoxide absorbance; Potency, µM (highest dose often 108 µM), inactives show at the highest dose activity change, negative = inhibition, usual class: inhibitors; 580,000 tested, 1.1% active; AID 1671190; further: potency means the concentration at half of the fitted maximal effect; on the % scale 0 is the no-effect control and ±100 the full control effect
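Purified human 12hLO at 150 nM in 25 mM Hepes, 0.01% Triton X-100, pH 7.0, preincubated 15 min at room temperature with compound. Reaction started with 40 uM arachidonic acid, 30 min at room temperature. Hydroperoxide measured by Fe-xylenol orange, 573/405 nm absorbance ratio.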
PI4K2A inh: PI4K2A (human) kinase inhibition | Q9BTU6 | purified PI4K2A, ADP-Glo luminescence, 1 h; hits give low values | activity change, negative = inhibition, % at 76.9 µM | 420,000 tested, 0.13% active; in the data active means activity change below about -50%; inconclusive means mostly about -30% to -49%;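 further: -100% = wells without enzyme as full effect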
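In this quantitative HTS, ADP production by PI4K2A was quantified luminescently after 1 h at ambient temperature; 100 microM adenosine served as plate-quality control.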
HP1b binding inh: HP1-beta chromodomain-methylated histone interaction inhibition; P83916; AlphaScreen HP1-beta / biotin-H3K9me3 peptide binding; Potency, µM (series often up to 114 µM), for inactives: at the highest dose activity change, negative = inhibition, usual class: inhibitors; 390,000 tested, 0.56% active; AID 540317; further: potency means the concentration at half of the fitted maximal effect; nearly all actives have a fitted effect of over 70% in size; inactives centre near 23
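Compound inhibition of the preformed complex between 50 nM HP1-beta and 50 nM biotinylated H3K9me3 peptide was read by AlphaScreen. Buffer was PBS pH 7.4 with 0.01% Tween-20. Incubations ran 30 min at room temperature, with 10 ug/mL donor/acceptor beads.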
* = called active by the depositor; u = inconclusive; x = no result given; [ ] = another dose, or the depositor's remark. Unless noted, the call rests on the fitted dose curve; in most records, active means well fitted curve in the direction sought with a large enough effect; inconclusive means small, poorly fitted or top-dose-only effect, or another doubt; inactive means no such curve, though single readings can be large; an effect the other way counts as inactive or inconclusive.

SMILES | G9a block | GLS inhibitor | BAZ2B block | ERG Ets-DNA blk | RGS4 inhibitor | JMJD2A Tudor inh | 12-LOX inh | PI4K2A inh | HP1b binding inh
COc1ccc2c(CNCCc3ccco3)c(C(=O)O)n(Cc3ccc(F)cc3)c2c1 | -9%[59 µM] | 0% | -34% | 0% | 1% | -18% | 0% | -1 | 17%
CCn1cc(/C=C(\NC(=O)c2ccccc2)C(=O)N2CCOCC2)c2ccccc21 | 2%[12.7 µM] | 6% | -7% | -2% | 0% | -5% | 2% | 4 | 26%
COc1cccc(-c2nnc(SCc3nc4ccccc4s3)n2C)c1 | -49%[59 µM] | -5% | -17% | -2% | 14% | -13% | 0% | -5 | 37%
CCc1cccc2c(C(=O)COC(=O)/C=C/c3ccccc3OC)c[nH]c12 | u | 5% | 6% | 0% | 20% | -8% | -13% | 4 | 13%
O=C(NCc1ccc2c(c1)OCO2)c1ccc2c(c1)S(=O)(=O)c1ccccc1C2=O | x | -2% | x | 6% | -23% | -32% | u | -2 | 4%
CCOc1ccc(C(=O)NCC(c2cccs2)N(C)C)cc1OCC (stereo not drawn) | -12% | 5% | 4% | -3% | 1% | -4% | -9% | -5 | 29%
Cc1nn(CC(=O)NCCCN2CCOCC2)c(C)c1[N+](=O)[O-] | 10%[59 µM] | 2% | -2% | 10% | 7% | -10% | 5% | -2 | 41%
COc1cccc(NC(=O)Cn2c(=O)oc3cc(S(=O)(=O)N4CCCCC4)ccc32)c1 | 0%[59 µM] | -4% | -1% | 5% | 3% | -7% | -3% | -1 | 37%
COC(=O)c1cc(S(=O)(=O)NC2CCCCC2)cn1C | -3% | 1% | -13% | -7% | -8% | -19% | -2% | -2 | 33%
CCOC(=O)c1c(C)n(C)c2cc(Br)c(C)cc12 | 37%[59 µM] | 3% | 29% | x | 56%[activator] | 52%[activator] | 17% | -2 | 46%[activator]
COc1cc(NC(=O)c2nc3ccccc3n(C)c2=O)cc(OC)c1OC | -27%[59 µM] | -2% | -15% | -1% | 4% | -24% | u | -4 | 5%
O=C(CC1CCCCC1)NCc1ccccn1 | -27%[12.7 µM] | 0% | -5% | 0% | -25% | -9% | -14% | -2 | 30%
Cc1cccc(N(C(=O)c2csnn2)C(C(=O)NC(C)(C)C)c2cccs2)c1 (stereo not drawn) | 0% | -2% | -22% | x | 16% | -20% | 3% | 1 | 12%
CC(C)Cn1cc(C(=O)N2CCOCC2)c2c3ccccc3n(C)c2c1=O | -32% | -9% | 9% | 2% | -6% | -9% | 11% | -4 | 25%
Cc1ccc(SC[C@H](C)CN2CC[C@H](C)CCC2=O)cc1 | x | 2% | 10%[57.1 µM] | 0% | 23% | -10% | 18% | 1 | 11%
CC(=O)NC1=NN(C(C)=O)C(c2ccc(C)cc2)S1 (stereo not drawn) | 8% | 1% | -13% | 14% | 2% | -10% | 1% | -1 | 25%
O=C(COC(=O)c1cc(S(=O)(=O)N2CCOCC2)ccc1F)c1ccccc1 | x | 1% | x | 2% | 3% | 4% | 1% | -2 | 34%[activator]
COc1cccc(C2C=C(Nc3ccccc3)C(=O)N2c2ccccc2)c1 (stereo not drawn) | 45µM* | -4% | 11% | 22% | -27% | -18% | u | 0 | 27%
CC(C)C(=O)NCCc1nc2ccccc2n1CCc1ccccc1 | -6% | -2% | -1% | 1% | -13% | 3% | 18% | -18 | 30%
COc1ccc(-c2[nH]nc3c2C2(C(=O)N(CC(=O)O)c4ccccc42)C(C#N)=C(N)O3)cc1OC (stereo not drawn) | 0%[59 µM] | -4% | 5% | -7% | 11% | -5% | -8% | 3 | 25%
S=C(Nc1ccc(Cl)cc1)N1CCCCC1 | -39%[59 µM] | -14% | -30% | -5% | -1% | 11%[57.1 µM] | 8% | 0 | 29%
CCOc1cc(C2Nc3ccccc3NC3=C2C(=O)CC(C)(C)C3)ccc1OC(C)=O (stereo not drawn) | 27% | 21% | -22% | 4% | -11% | 8% | -11% | 0 | 61%[activator]
CNS(=O)(=O)c1ccc2c3c(cccc13)C(=O)N2C | 40% | 0% | -4% | -1% | -1% | 13% | 8.9µM* | -4 | u
Cc1ccc(C)c(C(=O)CSc2n[nH]c(C(C)C)n2)c1 | u | 8% | -9% | 8% | -15% | -13% | 11% | 6 | 26%
c1ccc(CN2CCCC3(CCCN(Cc4nc(COc5ccccc5)no4)C3)C2)cc1 (stereo not drawn) | -15% | 2% | 7% | 9% | 3% | 26% | -12% | 6 | 58%[activator]
O=C(c1cccc(NC2=NC3CS(=O)(=O)CC3S2)c1)N1CCN(c2ncccn2)CC1 (stereo not drawn) | x | 4% | -5% | -8% | 2% | -17% | 1% | 0 | 30%
Cc1ccccc1C(=O)NCCNc1ccc([N+](=O)[O-])cc1 | -24% | 4% | -38% | -1% | 13% | -27% | -29% | 1 | 25%
COc1ccc(C(=O)Nc2nnc(SCC(=O)Nc3ccc(NC(C)=O)cc3)s2)c(OC)c1 | 8% | -4% | -16% | 8% | -113% | -5% | 2% | -3 | 30%
CN(c1ccc(C(=O)Nc2cccc(O)c2)cc1)S(=O)(=O)c1ccccc1 | -11% | 3% | 2% | 4% | 7% | -22% | -8% | -2 | 12%
COCCCNC(=O)CSC1=Nc2ccccc2C2=NC(CC(=O)NCc3ccccc3)C(=O)N12 (stereo not drawn) | -8%[59 µM] | u | -9% | 2% | 4% | -13% | -9% | 11 | 15%

Just ERG Ets-DNA blk, G9a block and JMJD2A Tudor inh, for two of the compounds above:
mol | ERG Ets-DNA blk | G9a block | JMJD2A Tudor inh
c1ccc(CN2CCCC3(CCCN(Cc4nc(COc5ccccc5)no4)C3)C2)cc1 (stereo not drawn) | 9% | -15% | 26%
O=C(c1cccc(NC2=NC3CS(=O)(=O)CC3S2)c1)N1CCN(c2ncccn2)CC1 (stereo not drawn) | -8% | x | -17%

Additional records
SMILES | G9a block | GLS inhibitor | BAZ2B block | ERG Ets-DNA blk | RGS4 inhibitor | JMJD2A Tudor inh | 12-LOX inh | PI4K2A inh | HP1b binding inh
COc1ccccc1CCNC(=O)C(=O)NCC1OCCCN1S(=O)(=O)c1cc(C)ccc1C (stereo not drawn) | x | 1% | -12% | 12% | -14% | -24% | 424%[activator] | 1 | 1%
Cc1ccc(NC(=O)c2ccncc2)cc1[N+](=O)[O-] | -8%[59 µM] | 6% | -8% | 3% | -26% | -7% | -18% | 0 | 30%
COc1cc(NC(=O)C2CCCN(c3ncccn3)C2)cc(OC)c1 (stereo not drawn) | -21%[59 µM] | 5% | 6% | -4% | 33% | -10% | 0% | -1 | 36%[activator]
C#CCSC1=C(C#N)C(c2cccs2)C(C(=O)OCC)=C(C)N1 (stereo not drawn) | 1%[12.7 µM] | -3% | 19% | -9% | -34% | -9% | -11% | 4 | 38%[activator]
COc1ccccc1NC(=S)N(C(C)C)C(C)c1ccccn1 (stereo not drawn) | -15%[59 µM] | 23% | -18% | 11% | -36% | 2% | -17% | 0 | 10%
COc1cccc(/C=N/n2c(=S)n(C)c3cc(C)c(C)cc32)c1OC | u | -2% | -4%[57.1 µM] | -12% | 0% | -31% | -1% | 5 | 7%
CCCCc1c(C)c(C#N)c2nc3ccccc3n2c1NCCN(C)C | 43%[activator] | 3% | -5% | -11% | 4% | 22% | 18% | -2 | 61%[activator]
COc1ccc(N(CC(=O)N2CCCCCC2)S(=O)(=O)c2c(C)[nH]c(=O)[nH]c2=O)cc1 | 1% | -7% | 4% | 0% | -1% | -6% | -19% | 6 | 37%[activator]
COc1cc2nc(C3CCC3)n(NC(=O)C(OC(C)=O)c3ccccc3)c(=O)c2cc1OC (stereo not drawn) | -8%[59 µM] | -2% | x | -15% | 4% | -9% | 2% | -3 | 21%
O=C(NCC(c1cccnc1)N1CCc2ccccc2C1)C(=O)Nc1ccccc1F (stereo not drawn) | u | 1% | u | -7% | 17% | u | -2% | 0 | -10%
COc1cc(-c2nnc3sc(-c4ccncc4)nn23)cc(OC)c1OC | x | -13% | x | -6% | u | -32% | -29% | -13 | -17%
CC(Nc1ccc(Cl)c(Cl)c1)C(=O)NN (stereo not drawn) | x | 2% | -5% | 1% | -2% | -4% | 204%[activator] | 1 | 26%
CC(NC(=O)CCC(=O)c1cccs1)c1ccccc1 (stereo not drawn) | u | -11% | 0% | -8% | -19% | -12% | -25% | -2 | 17%
O=C(NCc1cccnc1)C(=O)Nc1nc2ccccc2s1 | -9% | 31% | x | -2% | -10% | -26% | -5% | 4 | 3%
O=C1c2cccc3c([N+](=O)[O-])ccc(c23)C(=O)N1c1nccs1 | u | 0% | 0% | 4% | -1% | -10% | -19% | -8 | 14%
O=C(NN=Cc1ccccc1OC(F)F)c1cccc(S(=O)(=O)N2CCCC2)c1 | x | -13% | x | -5% | -5% | -5% | 4% | 7 | 33%
Cc1nc2cc(NC(=O)CS(=O)(=O)c3ccccc3)ccc2s1 | u | 4% | 4% | 8% | 45% | -5% | -4% | 0 | 9%
CC(C)(C)NC(=O)COc1ccc(CNc2ccc3[nH]c(=O)[nH]c3c2)cc1 | 32µM* | 64%[activator] | -38% | -3% | u | -22% | -24% | -9 | 11%

Quoted from the listing:
Entry of Cc1ccc(NC(=O)c2ccncc2)cc1[N+](=O)[O-] in GLS inhibitor: 6%
Entry of COc1cc(NC(=O)C2CCCN(c3ncccn3)C2)cc(OC)c1 (stereo not drawn) in G9a block: -21%[59 µM]
Entry of CCCCc1c(C)c(C#N)c2nc3ccccc3n2c1NCCN(C)C in GLS inhibitor: 3%

Bioassay records as filed in PubChem.

Not all compounds are listed; the hit share may differ from the screen's.
